RBX1-CUL1 inh: blocks human RBX1-Cullin-1 di-ubiquitin formation. in vitro K48 di-Ub FRET, acceptor:donor ratio, 45 min. inhibition, % at 10 µM. actives 0.6% (n = 140,000); in the data active means inhibition above about 25%
Target sequence (P62877 whole entry, looked up): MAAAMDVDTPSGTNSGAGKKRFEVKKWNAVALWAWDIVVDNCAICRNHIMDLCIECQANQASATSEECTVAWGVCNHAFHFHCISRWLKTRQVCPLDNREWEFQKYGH
Target sequence (Q13616 whole entry, looked up): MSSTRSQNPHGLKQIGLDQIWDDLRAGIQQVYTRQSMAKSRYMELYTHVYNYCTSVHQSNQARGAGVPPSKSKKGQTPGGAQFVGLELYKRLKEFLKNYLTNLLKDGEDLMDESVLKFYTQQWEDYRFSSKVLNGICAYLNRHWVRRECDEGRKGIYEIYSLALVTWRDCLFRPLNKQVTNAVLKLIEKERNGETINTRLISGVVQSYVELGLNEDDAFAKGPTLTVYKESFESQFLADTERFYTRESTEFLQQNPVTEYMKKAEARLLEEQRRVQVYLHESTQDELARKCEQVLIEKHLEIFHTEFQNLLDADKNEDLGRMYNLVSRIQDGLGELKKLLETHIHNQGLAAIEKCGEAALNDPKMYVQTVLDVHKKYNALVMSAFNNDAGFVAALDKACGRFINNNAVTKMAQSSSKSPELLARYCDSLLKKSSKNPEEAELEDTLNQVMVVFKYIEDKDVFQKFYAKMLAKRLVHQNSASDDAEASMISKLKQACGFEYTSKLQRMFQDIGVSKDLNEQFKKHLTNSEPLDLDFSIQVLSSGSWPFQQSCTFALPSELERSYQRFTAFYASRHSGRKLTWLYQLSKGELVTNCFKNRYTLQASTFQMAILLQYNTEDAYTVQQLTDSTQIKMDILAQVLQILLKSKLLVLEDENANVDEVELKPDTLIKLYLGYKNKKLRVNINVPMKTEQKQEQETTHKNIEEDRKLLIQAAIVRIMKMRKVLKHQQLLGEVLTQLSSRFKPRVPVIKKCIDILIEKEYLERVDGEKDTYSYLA
* = called active by the depositor. Not all compounds are listed, so the mix of outcomes need not match the whole.

RBX1-CUL1 inh	Molecule
0	N#Cc1cccc(NC(=O)COc2ccc(Cl)cc2Br)c1
-3	Cc1ccccc1C(=O)Nc1ccc2oc(-c3cc(Br)ccc3Cl)nc2c1
8	CCOc1cc(/C=C2/N=C(c3cc(OC)c(OC)c(OC)c3)OC2=O)ccc1OC(=O)c1ccco1
8	COc1ccc(F)cc1C(=O)C1CCCN(C(=O)Cn2nc(C)nc2C)C1 (stereo not given)
-2	CC(=O)N1c2ccc(S(=O)(=O)NCC3CCC(C(=O)Nc4cc(C)ccc4C)CC3)cc2CC1C (stereo not given)
-8	COc1ccc(Br)cc1C1NC(=S)N=C(c2ccccc2)C1C(C)=O (stereo not given)
0	O=C(c1ccc(=O)[nH]c1)N1CCCC(CCc2ccccc2F)C1 (stereo not given)
0	CCOC(=O)c1cc(-c2ccc(F)cc2)n(CC(=O)NCc2ccc(OC)cc2)c1C
-2	C=CCOc1ccc(CNc2nn[nH]n2)cc1OC
-7	COC(=O)c1ccc(Cl)cc1NC(=O)NCCc1c(C)nn(C)c1C
3	O=C(CCS(=O)(=O)c1ccc(Br)s1)Nc1c(F)cccc1F
-1	CCN(CCn1cccn1)Cc1cccc(OCC(O)CN2CCOCC2)c1 (stereo not given)
-13	CC(C)(C)Cc1nnc(NC(=O)c2cccc(F)c2)s1
-5	O=C(Nc1cc(Oc2ccc(F)cc2)cc(Oc2ccc(F)cc2)c1)c1cc(-c2ccccc2)nc2ccccc12
-5	COc1nc(C)nc2c1ccc1ccccc12
6	CC1=C(C(=O)Nc2ccc(F)cc2F)C2(CCN(C(C)C)CC2)OC1=O
2	COc1ccccc1CNC(=O)c1c(OC)cc(=O)n2c1CCN(Cc1cc(C)ccc1C)CC2
0	O=S(=O)(c1ccc(Br)s1)N(Cc1ccccc1)Cc1ccccc1
4	FC(F)(F)C1(C(F)(F)F)N=C(CCc2ccccc2)OC(N2CCOCC2)=N1
4	COc1ccc(N=C2C(=Nc3ccc(OC)cc3)N(S(=O)(=O)c3ccccc3)C(=S)N2c2ccccc2)cc1
0	CC(C)C(C(=O)OCC(=O)c1ccc(F)cc1)N1C(=O)c2cc(Cl)c(Cl)cc2C1=O (stereo not given)
8	COc1ccc(OC)c(NC(=O)CCc2nc(-c3ccc(C)cc3)no2)c1
2	Cc1ccc(-c2nc3ncccc3o2)cc1NC(=O)c1ccc(-c2cccc(Cl)c2C)o1
15	Nc1c(C(=O)Nc2ccc(Br)cc2)sc2ncccc12
-8	O=C(CCc1ccccc1)NC(=S)Nc1ccc(S(=O)(=O)N2CCOCC2)cc1
-14	COc1ccc(-n2c(=O)c3c4c(sc3n(CC(=O)C(C)(C)C)c2=O)CCCC4)c(OC)c1
0	O=C(c1ccccc1)N1N=C(c2ccc(Br)cc2)CC1c1ccco1 (stereo not given)
1	Cc1[nH]cnc1CN1CCCC(CCc2c(F)cccc2F)C1 (stereo not given)
6	OCC1(CCOc2ccccc2)CCCN(CCCC(F)(F)F)C1 (stereo not given)
-3	CCOC(=O)c1ccccc1NC(=O)CSc1ccc(-c2sc(-c3ccccc3)nc2C)nn1
-2	CC(=O)c1[nH]c(C)c(C(=O)NCc2ccc(Cl)cc2)c1C
-1	O=C(c1cc(COc2ccc3c(c2)OCO3)[nH]n1)N1CCCCCCC1
0	CC1=CC(=O)C(C(c2ccccc2Cl)N2CCN(c3ccccc3)CC2)C(=O)N1Cc1ccco1 (stereo not given)
7	O=C(NCc1nc(NCCCc2ccccc2)c2ccccc2n1)c1c(F)cccc1Cl
3	CCSc1nc(C)c(CC(C)C)c(=O)[nH]1
-1	CCOc1ccc(Nc2c(S(=O)(=O)c3ccc(Cl)cc3)cnc3ccc(OCC)cc23)cc1
-6	CCCn1cc(S(=O)(=O)c2ccc(OC)cc2)c(=O)c2cc(F)c(N3CCCC(C)C3)cc21 (stereo not given)
4	COc1cc(Br)cc2cc(C(=O)N3CCN(c4cc(C)ccc4C)CC3)c(=O)oc12
4	Cc1nc(OCc2ccccc2)c2sc3nc4c(cc3c2n1)COC(C)(C)C4
-3	CCOc1ccc(CNC(=O)c2ccc3nc(Cc4ccc(OC)cc4)oc3c2)cc1OC
4	COCCCNC(=O)CC(NCCCOC)C(=O)O (stereo not given)
-2	O=C1NC(=O)C(=Cc2ccccc2OCc2ccc(C(=O)O)cc2)C(=O)N1
3	CCCN1CCC(NC(=O)CSc2ccccc2)CC1
2	Cc1cccc(Cn2c(SCc3ccc(C(=O)NC4CCCC4)cc3)nc3ccncc32)c1
-2	O=C(NCc1ccccc1)c1nc2ccccc2s1
1	O=C(CN1C(=O)C(c2ccc(F)cc2)=NC12CCCCCC2)Nc1ccccc1Cl
0	CCCn1c(=O)c2c(nc3n2CC(C)=NN3CCOC)n(C)c1=O
-2	CCn1cc(CNC(=O)c2cc(-c3ccc(C)c(C)c3)nc3ccccc23)cn1
-4	CC1CCN(S(=O)(=O)c2ccc3c(c2)c(=O)c(C(=O)NCc2ccc(Cl)cc2)cn3C)CC1
6	CCc1noc(C)c1C(=O)N1Cc2cc(C)ccc2OC(c2ccsc2)C1 (stereo not given)

New compounds follow.
RBX1-CUL1 inh	Molecule
-1	COc1ccc(C(=O)CC=Nc2ccc(Br)cc2Cl)cc1OC
10	CC(C)(C)N1CN=C2SC(CO)(CO)C(=O)N2C1
-10	CC(C)(CO)NCc1ccc2c(c1)OCO2
-7	CCOc1ccc2nc(N3CCCC3C(=O)NCC3(N4CCOCC4)CCCC3)nc(C)c2c1 (stereo not given)
-14	CCCCN(CCCC)S(=O)(=O)c1ccc2c(c1)C(O)c1cc(S(=O)(=O)N(CCCC)CCCC)ccc1-2
1	Cc1ccc(CCC(=O)N2CCN(c3ccccc3)CC2)cc1
1	O=C(CCc1ccccc1)N1CCN(Cc2cccc(F)c2)CC1
10	CC1=NN(C(=O)c2ccc(C(=O)N3N=C(C)CC3(O)C(F)(F)F)cc2)C(O)(C(F)(F)F)C1 (stereo not given)
-9	Cc1cnc(CN(C)C(=O)c2ccc3oc(CCCc4ccccc4)nc3c2)[nH]1
12	Cn1cc(-c2ccnc(NCc3ccc(Cl)cc3Cl)n2)cn1
-3	CCCCC(CC)C(=O)N1CCN(c2ccc(OC)cc2)CC1 (stereo not given)
-10	CC(C)Oc1ccc(CNC(=O)c2cnc3sc(N4CCCCCC4)nn3c2=O)cc1
1	CC(C)Cc1n[nH]c2c1CN(C(=O)CCc1nc(-c3cccnc3)no1)CC2
4	CCOC(=O)C1=C(c2ccccc2)N=c2s/c(=C\c3ccncc3)c(=O)n2C1c1cccc(OC)c1 (stereo not given)
5	CCCn1nnc(NC(=O)c2cc(Br)ccc2OC)n1
-1	CCCn1cc(S(=O)(=O)c2cccc(Cl)c2)c(=O)c2cc(F)c(N3CCCC3)cc21
16	Nc1ccccc1C=NCCCCCN=Cc1ccccc1N
6	O=C(Nc1ccc2oc(-c3ccc4ccccc4c3)nc2c1)c1cc(Br)ccc1Cl
6	COc1ccc(Cc2nc3ccccc3n2Cc2ccccc2C)cc1
-5	COCCn1c(C)cn2c3c(=O)n(Cc4cccc(Cl)c4)c(=O)n(C)c3nc12
5	COc1cccc(CCC2CCCN(C(=O)CN3CCCCC3=O)C2)c1 (stereo not given)
3	COc1ccccc1C(=O)Nc1ccc(S(=O)(=O)N2CCOCC2)cc1
-1	Cc1oc2ncn(CC(C)C)c(=O)c2c1C(=O)NCCc1ccccc1
-10	COC(=O)c1ccc(NC(=S)NC(=O)c2cccc(F)c2)cc1
16	COC(=O)c1c(S(=O)(=O)NCCc2ccccc2)sc2c1CCN(C(=O)c1ccccc1C)C2
0	O=C1CC(Sc2ccc(Cl)cc2)C(=O)N1c1cc(Cl)cc(Cl)c1 (stereo not given)
11	Cc1cccc(N2CCN(C(=O)c3ccc4c(c3)N(Cc3ccccc3)C(=O)c3ccccc3S4(=O)=O)CC2C)c1 (stereo not given)
3	CCN(CC)S(=O)(=O)Cc1c(F)cccc1Cl
-6	CCCn1c2ccccc2c2cnn(CC(=O)N3CCN(c4ccccc4F)CC3)c(=O)c21
-12	O=C(NCc1ccccc1Cl)C1CCN(C(=O)N2CCOc3ccccc32)CC1
-7	O=c1oc(-c2cccs2)nc2scc(-c3cccs3)c12
-8	Cc1nn(S(=O)(=O)c2ccc(C(C)(C)C)cc2)c(C)c1S(=O)(=O)N1CCCCCC1
-8	CCCc1cc(=O)n2[nH]c(NC(=O)c3ccc(C(C)(C)C)cc3)nc2n1
11	O=C(O)c1ccc(-n2cccc2/C=N\NC(=O)c2cc3cc(Br)ccc3o2)cc1
-3	CC1(C)CC(=O)c2c(-c3cccnc3)n[nH]c2C1
-4	COCCn1ccc2c(cnc3nc(C(F)(F)F)nn32)c1=O
-7	Cc1ccccc1C(=O)Oc1cc(=O)n(-c2ccccc2)c(-c2ccccc2)n1
-11	C/C(=N\N=C1\NC(=O)CS1)c1sc2nnc(-c3ccccc3)c(-c3ccccc3)c2c1O
-4	CN=C1CC(SC)=C1c1ccccc1
-3	COc1ccc(C(C)=Nc2sc3c(c2C#N)CCCC3)cc1OC
2	CCCc1[nH]nc2c1C(c1cccc(OC)c1)C(C#N)C(=N)O2 (stereo not given)
-2	CC(Oc1ccccc1F)C(=O)NCC1(N2CCOCC2)CCCCC1 (stereo not given)
-1	Cc1ccc(CNS(=O)(=O)Cc2ccccc2C)cc1
-8	Cc1ccc(S(=O)(=O)N2C(=O)[C@@H](C)[C@H]2c2ccccc2)cc1
-10	CC1=NC(C(F)(F)F)(C(F)(F)F)C2C(=O)NC(=O)N(c3ccc(F)cc3)C2=N1 (stereo not given)
3	Cc1cc(C)c(NC(=O)Cn2c(=O)n(CCC(=O)N3CCc4ccccc4C3)c(=O)c3ccccc32)c(C)c1
-12	COc1ccc2c(c1)c(=O)oc1ccccc12
-1	O=C(Nc1nnc(C2CC2)s1)c1cccnc1Cl
-1	Cc1ccc2[nH]c(=O)c3c4ccccc4oc3c2c1
-4	O=C1CC(NCc2ccco2)C(=O)N1c1ccc(Br)cc1 (stereo not given)

New compounds follow
RBX1-CUL1 inh	Molecule
-7	COC(=O)CCCC(=O)NC1CC(C)(C)Cc2nc(C(C)(C)C)ncc21 (stereo not given)
-3	C/C=C(\C)CN1CCC(C2CCN(Cc3cccnc3)CC2)C1 (stereo not given)
3	COc1ccc(-n2nc3ccc(NC(=O)COc4ccc(Br)cc4)cc3n2)cc1
6	C=C(C)Cn1c(=O)c2c(nc3n(-c4ccccc4)c(C)cn23)n(C)c1=O
0	O=C(Nc1ccc(Cl)cc1)c1ccc2c(c1)N(Cc1ccccc1)C(=O)c1ccccc1S2(=O)=O
-7	CCn1nc(C)c(CN2CCC(C(Cc3ccccc3Cl)N(C)C(=O)c3ccco3)CC2)c1C (stereo not given)
6	O=C(Nc1c(-c2ccccc2)nc2ccccn12)c1cc2cc(Br)ccc2oc1=O
3	CN(Cc1ccccc1)S(=O)(=O)c1nnc(NC(=O)c2cccc(Cl)c2)s1
5	COc1ccc(C(=O)NCC(c2cccs2)S(=O)(=O)c2cccs2)cc1 (stereo not given)
2	O=C1C2N=NN(Cc3ccccc3)C2C(=O)N1c1ccccc1 (stereo not given)
0	N#Cc1c(N)nc(SCC(=O)c2ccc(Br)cc2)c(C#N)c1-c1ccco1
-4	O=C(COc1ccc(F)cc1)Nc1sc2c(c1C(=O)NC1CCS(=O)(=O)C1)CCCC2 (stereo not given)
4	COc1ccc(NC(C)=O)cc1NCC1(c2cccc(F)c2)CCOC1 (stereo not given)
-7	Cc1ccn2c(CN(C)CCC3CCOCC3)c(C(=O)N3CCCCCC3)nc2c1
-7	COc1ccc(NC(=O)Cn2c(=O)n(-c3ccc(OC)cc3)c(=O)c3sc4ccccc4c32)cc1
-7	O=C(Nc1ccc2c(c1)oc1ccccc12)c1cccc(C(F)(F)F)c1
-4	CC(=O)c1ccc(NC(=O)CN2C(=O)c3cccnc3Sc3ccccc32)cc1
-5	CC1CCN(S(=O)(=O)c2ccc3c(c2)oc(=O)n3CC(=O)O)CC1

Some values from the results shown.
In RBX1-CUL1 inh, O=C(COc1ccc(F)cc1)Nc1sc2c(c1C(=O)NC1CCS(=O)(=O)C1)CCCC2 (stereo not given) is entered as -4
In RBX1-CUL1 inh, Cc1ccn2c(CN(C)CCC3CCOCC3)c(C(=O)N3CCCCCC3)nc2c1 is entered as -7
In RBX1-CUL1 inh, COc1ccc(NC(C)=O)cc1NCC1(c2cccc(F)c2)CCOC1 (stereo not given) is entered as 4

Among those listed so far, these contain two or more sulfur atoms.
RBX1-CUL1 inh	Molecule
3	O=C(CCS(=O)(=O)c1ccc(Br)s1)Nc1c(F)cccc1F
0	O=S(=O)(c1ccc(Br)s1)N(Cc1ccccc1)Cc1ccccc1
4	COc1ccc(N=C2C(=Nc3ccc(OC)cc3)N(S(=O)(=O)c3ccccc3)C(=S)N2c2ccccc2)cc1
-8	O=C(CCc1ccccc1)NC(=S)Nc1ccc(S(=O)(=O)N2CCOCC2)cc1
-3	CCOC(=O)c1ccccc1NC(=O)CSc1ccc(-c2sc(-c3ccccc3)nc2C)nn1
-14	CCCCN(CCCC)S(=O)(=O)c1ccc2c(c1)C(O)c1cc(S(=O)(=O)N(CCCC)CCCC)ccc1-2
16	COC(=O)c1c(S(=O)(=O)NCCc2ccccc2)sc2c1CCN(C(=O)c1ccccc1C)C2
-7	O=c1oc(-c2cccs2)nc2scc(-c3cccs3)c12
-8	Cc1nn(S(=O)(=O)c2ccc(C(C)(C)C)cc2)c(C)c1S(=O)(=O)N1CCCCCC1
-11	C/C(=N\N=C1\NC(=O)CS1)c1sc2nnc(-c3ccccc3)c(-c3ccccc3)c2c1O
3	CN(Cc1ccccc1)S(=O)(=O)c1nnc(NC(=O)c2cccc(Cl)c2)s1
5	COc1ccc(C(=O)NCC(c2cccs2)S(=O)(=O)c2cccs2)cc1 (stereo not given)
-4	O=C(COc1ccc(F)cc1)Nc1sc2c(c1C(=O)NC1CCS(=O)(=O)C1)CCCC2 (stereo not given)

Screens from PubChem BioAssay.
